PglD DTNB = C. jejuni PglD acetyltransferase inhibitors, primary screen, biochemical, DTNB colorimetric, single point; inhibition, % at 12.5 µM; 0.098% of 360,000 active; UDP-N-acetylbacillosamine N-acetyltransferase PglD (Campylobacter jejuni); AID 602405, 2012; purified PglD enzyme, DTNB colorimetric CoA detection; in the data active means inhibition above about 16%, passing the limit was not always enough; further: strong numbers were not always called active
LGR2 antag = inhibitors of bursicon-induced LGR2 CRE-luciferase signal, primary screen, cell-based, HEK293, CRE-luciferase reporter, bursicon stimulation; bursicon-stimulated, 4 h; inhibition, % at 9.99 µM; 0.35% of 380,000 active; AID 720647, 2013;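 active means drop in luminescence signal, shown as inhibition above about 50% in the replicate tests, limit read from the data, passing the limit was not always enough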;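 further: agonist challenge used bursicon conditioned medium at about half maximal strength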
ARNT TACC3 PPI = disruptors of ARNT/TACC3 protein interaction, primary screen, biochemical, AlphaScreen, single concentration; 0.66% of 390,000 active; Transforming acidic coiled-coil-containing protein 3 (Homo sapiens), Q9Y6A5; inhibition, % at 9.99 µM; AlphaScreen His-ARNT PAS-B/GST-TACC3 binding, luminescence; TACC3 fragment carries E629A point mutation;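 active means mean inhibition of replicates at least 50% and at least half of replicates each reaching 50%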;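 further: 0% = complete ARNT plus TACC3 wells and 100% = ARNT alone without TACC3; many hits fall short of the cut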
Cneo AK release = Cryptococcus neoformans cell lysis inducers, primary screen, AK release luminescence, single concentration; C. neoformans lysis, adenylate kinase release luminescence, 4 h; normalised: neutral wells 0, clomiphene wells 100; 0.2% of 360,000 active; AID 651654, 2012; lysis activity, % at 15 µM;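 active means mean lysis activity across replicates of at least 80%, whatever share of replicates individually reach that level; inactive means mean lysis activity below 80%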
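Assay system: Cryptococcus neoformans yeast cells / Dosing: single-point compound dose / Timing: 4 h at 37 °C static, read 1 h later / Measured by: luminescence of released adenylate kinase using an AK detection reagent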
PGC1a acetyl inh = inhibitors of PGC1a acetylation signal, primary screen, cell-based, U2OS, AlphaScreen, inhibitor mode | AlphaScreen anti-acetyl-lysine; with virally co-expressed GCN5 acetyltransferase | inhibition, % at 15.6 µM | 0.17% of 350,000 active | AID 651687, 2012;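 active means every replicate shows inhibition of at least 40%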;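 further: 0% = neutral control wells and 100% = positive control wells; some results beyond the cut were filed as inactive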
Statin myotox sup = suppressors of statin myotoxicity in C2C12 myotubes, primary screen, cell-based, single point, plate reader | C2C12 myotubes + simvastatin, ATP luminescence, 48 h; scaled: DMSO 0, geranylgeraniol control 100 | rescue of ATP level, % at 7.49 µM | 0.78% of 330,000 active;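 active means mean ATP rescue above about 67%, or every replicate alone reaching that limit, limit read from the data, passing the limit was not always enough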;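 further: myotubes were challenged with 10 µM simvastatin during compound exposure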
PAX8 inh HTS = inhibitors of PAX8-driven TPO luciferase reporter, primary screen, RMG-I cells, single concentration. AID 652154, 2013. inhibition, % at 12.6 µM. SteadyGlo, 24 h. 1.2% of 360,000 active;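 active means mean replicate inhibition at least 60% with every replicate also reaching 60%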;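 further: luciferase light reporting Pax8 driven TPO promoter activity; plate controls were median of neutral control wells for no effect and mitoxantrone controls for full effect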
INS-1E GSIS act = GLuc luminescence reporter in INS-1E cells, primary screen for activators of glucose-dependent secretion of insulin | INS-1E GLuc reporter insulin secretion, 2-3 h | activation, % at 16.6 µM | 0.61% of 370,000 active | AID 743287, 2014;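 active means lowest replicate activation of at least 40%, so every replicate reaches that level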;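 further: 0% = median of neutral control wells and 100% = median of IBMX positive control wells; some compounds called inactive have numbers as strong as hits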
An asterisk follows results filed as active; . = no result given.

The line under a structure holds: PglD DTNB, LGR2 antag, ARNT TACC3 PPI, Cneo AK release, PGC1a acetyl inh, Statin myotox sup, PAX8 inh HTS, INS-1E GSIS act
O=C(C[C@@H]1CC[C@@H]2[C@H](COC[C@@H](O)CN2Cc2cccc(F)c2)O1)NCc1cccc(F)c1
  6, -11, -5, -3, 4, 7, 14, -19
Cc1ccc(-n2ncc(Cl)c2C(=O)NCc2ccccc2)cc1
  0, -72, -3, -2, ., 19, -84, -9
CC1CN(CC(O)COc2ccc(C(=O)c3ccccc3)cc2)CC(C)O1 (stereo not drawn)
  1, ., ., 3, 10, ., -7, .
CC(=O)N1c2ccc(S(=O)(=O)NC(CC(=O)O)c3ccc(Br)cc3)cc2CC1C (stereo not drawn)
  0, -9, -12, -3, 0, -2, 20, 43
CCN(CC(=O)Nc1ccc(NC(C)=O)cc1)C(=O)CN1C(=O)NC2(CCCC2)C1=O
  -8, 1, -8, 0, -7, -2, -11, 5
CCOC(=O)C1CCN(C(c2cccc(OC)c2)c2sc3nc(C)nn3c2O)CC1 (stereo not drawn)
  2, 8, -1, -2, -2, 2, 27, 2
CC1C(=O)Nc2ccc(S(=O)(=O)NCc3ccc(Cl)cc3)cc2NC1=O (stereo not drawn)
  -2, 4, 36, 1, -1, 8, 12, .
Cc1c(C(=O)NCCC#N)sc(=O)n1Cc1ccc(C(=O)N(C)C)cc1
  4, -5, ., -1, ., 0, -11, 16
O=C(CNc1cccc([N+](=O)[O-])c1)N/N=C/c1ccc(F)cc1
  -1, 14, -1, 2, 3, -1, 6, -7
O=C(NCc1ccccc1F)[C@@H]1N[C@@H]2c3ccc(-c4ccccc4F)c(=O)n3C[C@@H]2[C@H]1CO
  9, -2, -9, 0, 10, -16, 22, -4
CC[C@@]1(C(=O)OC)N[C@H](CN(C)C(=O)COc2ccccc2)[C@@H]2C(=O)N(Cc3ccccc3)C(=O)[C@@H]21
  -5, -9, 14, -1, ., 1, -8, -23
CC(=O)COc1cc2c(-c3cc4ccccc4o3)cc(=O)oc2cc1C
  1, 0, ., 0, 4, -15, -21, 2
CCC(=O)Nc1ccc2c(c1)C(=O)N(C)[C@@H]1CC[C@H](CC(=O)N3CCCCC3)O[C@@H]1CO2
  -1, 3, -7, 48, 6, -1, 9, 0
Cc1cc(C)c(C(=O)C(C)OC(=O)C2=COCCO2)cc1C (stereo not drawn)
  3, 8, -2, 0, ., 1, -1, 7
Cc1cc(C)c(Nc2ncccc2C(=O)O)c(C)c1
  ., 3, -8, ., ., ., -5, 5
C/C(COc1ccccc1)=N\NC(=O)c1nnn(-c2nonc2N)c1-c1ccc(C)cc1
  0, ., ., 1, -9, 3, -11, .
CCOC(=O)N1CCN(C(=O)c2ccccc2NC(=O)c2ccc(F)cc2)CC1
  -2, 1, 33, 2, 4, -3, 6, 5
COCCN1C(=O)/C(=C/c2cc3c(cc2Br)OCO3)NC1=S
  ., -20, 18, ., 0, ., 8, 3
CCC(=O)Nc1ccc2c(c1)C(=O)N(C)C[C@H](OC)[C@H](C)CN(C(=O)CN(C)C)[C@@H](C)CO2
  ., 12, ., ., 6, -5, ., 5
Cc1cccc(C)c1NC(=O)CCCCCNS(=O)(=O)c1ccccc1
  -3, ., 2, 3, -2, 4, 9, -10
CC(C)c1ccc(C2CC(=O)N3CN(C)CSC3=C2C#N)cc1 (stereo not drawn)
  3, ., 41, 3, ., -3, ., .
CC(CNCc1ccc2c(c1)OCO2)NCc1ccc2c(c1)OCO2 (stereo not drawn)
  1, -3, -5, 2, ., -3, 13, -44
CO[C@H]1CN(C)C(=O)c2ccc(NC(=O)C3CCCCC3)cc2OC[C@@H](C)NC[C@H]1C
  -1, 1, -4, 1, ., 6, 0, -3
CC(C)(C)OC(=O)[C@H](Cc1ccccc1)NC(=O)c1[nH]cnc1C(=O)Nc1cccc(Cl)c1
  2, 10, -12, 0, 9, -2, 10, 4
COC(=O)[C@H]1[C@H](CO)[C@H]2Cn3c(ccc(C4=CCCCC4)c3=O)[C@H]2N1C(=O)C1CCCC1
  2, -5, 8, -1, ., 8, ., -5
Cc1cc(C)c2nc(NC(=O)c3ccc4c(=O)n5c(nc4c3)CCCCC5)sc2c1
  ., -1, 0, ., ., ., 7, -5
CCOC(=O)C1=NOC(COc2ccccc2C=O)C1 (stereo not drawn)
  ., 2, -3, ., 3, ., 16, 27
C[C@@H]1CCCCO[C@H](CN(C)C(=O)C2CCCCC2)[C@H](C)CN([C@H](C)CO)C(=O)c2cc(NS(=O)(=O)c3cn(C)cn3)ccc2O1
  1, -19, -21, 57, -1, ., 0, -2
Nc1nonc1-c1noc(CCCOc2ccc(Cl)cc2Cl)n1
  3, ., 6, -1, ., 4, ., .
Nc1ccccc1C(=O)NN=Cc1cccc([N+](=O)[O-])c1
  -1, -3, ., -8, -8, -2, -141, 5
Cc1noc(C)c1COc1ccc(C(=O)OCC(=O)NCCN2C(=O)CSC2=O)cc1
  ., -21, -2, ., -9, 9, 1, 5
CCN1CCN(c2cc(C)c3cc(NC(=O)c4ccc(Br)o4)ccc3n2)CC1
  0, ., 17, -2, -53, -5, 3, 29
COc1ccc(NC(=O)Nc2ccc3c(c2)C(=O)N([C@H](C)CO)C[C@@H](C)[C@@H](CN(C)Cc2ccc4c(c2)OCO4)O3)cc1
  -3, -8, 4, 0, 7, -75, 3, -8
O=C(NCc1cccs1)c1cccc(Nc2nc3ccc(Br)cc3[nH]2)c1
  0, -21, 0, 1, 4, -12, 3, -15
O=C(Cc1ccccn1)N[C@@H]1CC[C@H](CCn2cc(-c3cccnc3)nn2)O[C@H]1CO
  -2, 1, 10, -4, 3, 0, -10, 3
O=C(NOCc1ccccc1)c1ccc([N+](=O)[O-])cc1
  0, -22, ., -3, -8, 6, -149, -3
CO[C@H]1CN(C)C(=O)c2ccc(NC(=O)C3CCOCC3)cc2OC[C@@H](C)N(C(=O)c2ccccc2)C[C@H]1C
  1, 4, -4, 54, 14, -6, -9, 1
O=C(Nc1ccccc1)N[C@@H]1CC[C@@H](CCNS(=O)(=O)c2cccc(F)c2)O[C@H]1CO
  -1, 11, -7, -3, 3, -12, -4, 0
CCc1ccc(OCC(=O)OCC(=O)c2c(N)n(C)c(=O)n(C)c2=O)cc1
  ., -9, -9, ., 5, ., 3, 11
NC(=O)c1cc(Br)cc2c3c([nH]c12)CCCC3
  1, ., 8, 3, -24, 61, 20, .
CNC[C@@H]1Oc2c(NC(=O)NC(C)C)cccc2C(=O)N([C@H](C)CO)C[C@@H]1C
  -3, -35, 9, 1, 2, 6, ., -2
O=C(CSCC(=O)N1CCCCC1)Nc1nc(-c2cccs2)cs1
  1, -17, 5, 1, 1, 10, -29, -22
O=C(NC1CCN(C(=O)c2ccccc2Br)CC1)c1ccccc1
  -2, 10, -5, -2, -2, 1, -10, 24
C[C@@H]1CN([C@H](C)CO)C(=O)c2cccc(NS(=O)(=O)c3cn(C)cn3)c2O[C@@H]1CN(C)Cc1ccc(-c2ccccc2)cc1
  0, -5, -7, 3, -5, -16, -5, -7
CCOC(=O)C1CCCN(C(=S)NC(=O)c2cc(Br)ccc2Cl)C1 (stereo not drawn)
  ., -6, 5, ., ., ., -6, 1
Cc1cc2c(ncn2Cc2ccccc2)c(NS(C)(=O)=O)c1C
  0, ., 3, -2, ., ., 10, .
CN1C(=O)c2cc(NC(=O)c3ccccc3Cl)ccc2OC[C@@H]2O[C@@H](CC(=O)NCC(F)(F)F)CC[C@@H]21
  5, ., -6, -3, ., 5, 4, .
Clc1cccc(OCCCCCN2CCOCC2)c1
  -5, -14, 1, 2, 8, -12, 20, 14
Cc1ccccc1C(=O)O[C@H]1[C@H](Cc2ccccc2)NS(=O)(=O)[C@H]2CC3C=C[C@]12O3
  0, 6, -5, -3, ., 1, -14, .
Cc1cc(C(=O)N/N=C/c2ccccc2Br)no1
  -5, ., 4, 1, -2, 17, ., .
CCCCN(C(=O)CCC(=O)O)C1CC(=O)N(c2ccc(OCCC)cc2)C1=O (stereo not drawn)
  0, 6, ., 0, 5, 14, ., 3
CCCCCn1c(=O)[nH]c2cc(C(=O)NCCCN3CCC(C)CC3)ccc2c1=O
  3, ., -4, -1, 6, -3, 6, .
COc1cc(NC(=O)c2cccs2)c(OC)cc1NC(=O)CCn1nnc2ccccc21
  ., 20, 0, ., -13, 9, ., -2
Cc1c(C(=O)N2CC(C)OC(C)C2)oc2ccccc12 (stereo not drawn)
  -1, ., 3, -1, 4, -8, ., .
O=C(N/N=C/c1ccco1)C1CC(=O)N(c2ccccc2)C1 (stereo not drawn)
  ., 0, -12, ., ., ., -18, 1
OC[C@@H]1[C@@H](c2ccc(-c3ccc(F)cc3)cc2)[C@H]2CN(CCC(F)(F)F)CCCCN12
  -3, 43, 12, 44, -23, ., 18, -17
Cc1cccc(-n2ncc3c2CCCC3NC(=O)C2(C(N)=O)CC2)c1C (stereo not drawn)
  1, 11, 4, -1, ., ., 9, -17
CC(c1ccc(O)cc1)(c1ccc(O)cc1)c1ccc(CCBr)cc1
  -8, 0, -5, -1, 7, -10, 0, -5
CC12CCC(=O)C=C1CCC1C2C(O)CC2(C)C1CCC2(O)C(O)CO (stereo not drawn)
  -1, -20, ., 0, -8, 12, ., 9
O=C(CN1C(=O)NC2(CCc3ccccc32)C1=O)NCC(F)(F)F (stereo not drawn)
  -2, 7, -5, 4, ., 0, 15, 33

The list goes on:
The line under a structure holds: PglD DTNB, LGR2 antag, ARNT TACC3 PPI, Cneo AK release, PGC1a acetyl inh, Statin myotox sup, PAX8 inh HTS, INS-1E GSIS act
COc1ccc(CN(CC(=O)NCc2ccc(F)cc2)C(=O)CCC(=O)Nc2nccs2)cc1
  -7, -8, -1, 0, -7, 1, 3, 32
CCOC(=O)c1c(NC(=O)CSc2nnc(CNc3ccc(F)cc3)o2)sc(C)c1C
  -3, ., 0, 0, 3, ., 27, .
COc1ccccc1N1C(=O)c2ccc(C(=O)Nc3cccc(C(C)=O)c3)cc2C1=O
  2, 13, -7, 1, 11, 7, -1, 4
CCOC(=O)c1oc2ccccc2c1NC(=O)COc1ccc(F)cc1
  -3, -12, 3, -2, 6, -16, ., -1
COc1cc(/C=N\NC(=O)c2ccc(-c3ccccc3)cc2)cc(Br)c1O
  ., -6, 2, 0, ., ., 33, 3
CCn1c2ccccc2c2n[nH]c(=S)nc21
  2, -5, 0, 0, 6, -25, -2, -4
C/C(=N\NC(=O)c1cccc(S(=O)(=O)Nc2ccc(C)cc2C)c1)c1ccncc1
  -1, -4, 1, -1, -26, 4, -1, 8
Cc1ccc(S(=O)(=O)Oc2ccccc2/C=N/NC(=O)c2nn(C)cc2[N+](=O)[O-])cc1
  -2, 10, 3, -2, -12, ., -2, -3
CC1(C)CC(=O)C=C(NCCO)C1
  5, ., -2, 11, ., 6, 22, .
COc1cc(/C=C/C(=O)OCC(=O)NC(=O)NC2CCCCC2C)ccc1OC(F)F (stereo not drawn)
  11, -19, 0, -1, -1, -2, -21, 1

3 of the entries above in order of the PGC1a acetyl inh value, smallest number first:
smiles | PglD DTNB | LGR2 antag | ARNT TACC3 PPI | PGC1a acetyl inh | INS-1E GSIS act
CCN1CCN(c2cc(C)c3cc(NC(=O)c4ccc(Br)o4)ccc3n2)CC1 | 0 | . | 17 | -53 | 29
O=C(NCc1cccs1)c1cccc(Nc2nc3ccc(Br)cc3[nH]2)c1 | 0 | -21 | 0 | 4 | -15
CO[C@H]1CN(C)C(=O)c2ccc(NC(=O)C3CCOCC3)cc2OC[C@@H](C)N(C(=O)c2ccccc2)C[C@H]1C | 1 | 4 | -4 | 14 | 1

Screening data as filed in PubChem.
